# Screening data from PubChem BioAssay.
# E-selectin induc – E-selectin induction on HUVECs. P16581. HUVEC E-selectin immunofluorescence imaging; normalized: neutral wells 0, TNF-alpha wells 100. activation, % at 7.58 µM. hit rate 0.37% among 260,000;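 active = mean E-selectin-positive cell signal at least 10% of the positive control, reached in at least 60% of replicates, without over 20% cell loss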;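 note: in these data hits start at about 27%; measured in HUVEC primary endothelial cells; signal is the percent of cells scored E-selectin positive by PE staining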
#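 Assay system: HUVEC, human umbilical vein endothelial cells / Amount: 3,000 HUVEC/well / Controls: TNF-alpha positive control, DMSO neutral control / Compound dosing: single concentration / Medium: EGM-2 over gelatin coat / Evaluation: percent E-selectin-positive cells / Signal: immunofluorescence imaging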
# esBAF inh – SWI/SNF esBAF complex inhibition; hit rate 2% among 350,000; reporter increase, % at 12.5 µM; AID 602393; mouse ES cells, Bmi1-luciferase knock-in reporter, 24 h; 100% = twice the neutral-well signal; in the data active = activation above about 40%;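 note: 0% = median of the plate's neutral control wells and 100% = double that signal; a rise in the Bmi1 reporter signal indicates esBAF inhibition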
# RAD54 inh – blocks human RAD54 Holliday junction branch migration | inhibition, % at 10.4 µM | FAM/BHQ fluorescence | AID 602329 | hit rate 0.14% among 360,000;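 active = mean normalized replicate activity at least 40 and at least half of replicates scoring 40 or more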;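 note: 0% = median of neutral control wells and 100% = median of positive control wells; inhibitors cause a drop in the FAM fluorescence signal; in these data hits start at about 50%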
# Target sequence (Q92698 whole entry, looked up): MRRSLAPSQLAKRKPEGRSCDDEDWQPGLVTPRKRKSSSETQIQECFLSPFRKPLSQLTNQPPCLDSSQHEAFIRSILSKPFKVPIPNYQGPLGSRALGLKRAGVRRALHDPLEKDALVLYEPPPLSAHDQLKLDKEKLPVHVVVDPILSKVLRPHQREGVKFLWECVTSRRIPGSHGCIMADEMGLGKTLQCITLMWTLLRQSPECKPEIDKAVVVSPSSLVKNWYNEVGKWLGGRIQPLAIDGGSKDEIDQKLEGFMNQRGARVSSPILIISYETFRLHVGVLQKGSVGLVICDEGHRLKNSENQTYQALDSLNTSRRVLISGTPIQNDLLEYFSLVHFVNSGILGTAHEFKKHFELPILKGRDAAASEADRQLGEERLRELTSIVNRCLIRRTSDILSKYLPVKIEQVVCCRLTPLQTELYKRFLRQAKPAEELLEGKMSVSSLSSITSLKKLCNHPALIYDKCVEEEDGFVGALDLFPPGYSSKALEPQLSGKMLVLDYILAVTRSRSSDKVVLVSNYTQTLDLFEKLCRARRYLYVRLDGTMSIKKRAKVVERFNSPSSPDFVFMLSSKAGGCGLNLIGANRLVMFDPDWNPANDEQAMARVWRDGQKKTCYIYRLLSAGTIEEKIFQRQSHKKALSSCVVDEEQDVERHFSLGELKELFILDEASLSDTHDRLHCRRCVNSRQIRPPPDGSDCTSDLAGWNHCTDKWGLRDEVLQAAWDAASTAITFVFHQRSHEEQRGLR
# RAD52 anneal inh – RAD52 (human) annealing inhibition; inhibition, % at 18.7 µM; recombinant RAD52 DNA annealing, FRET fluorescence; hit rate 0.46% among 360,000; P43351;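 active = every replicate showing at least 50% inhibition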
# ERp5 block – blocks human ERp5 reductase activity on insulin | ERp5 insulin aggregation, absorbance 650 nm, 90 min | AID 651711 | inhibition, % at 9.99 µM | Q15084 | hit rate 0.05% among 350,000;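 active = mean replicate inhibition above about 25%, with every replicate also reaching it, limit read from the data, passing the limit was not always enough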
# ARNT-TACC3 inh – disruptors of human ARNT/TACC3 interaction | Q9Y6A5 | AlphaScreen His-ARNT PAS-B/GST-TACC3 binding, luminescence; TACC3 fragment carries E629A point mutation | inhibition, % at 9.99 µM | hit rate 0.66% among 390,000;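 active = mean inhibition of replicates at least 50% and at least half of replicates each reaching 50%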;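 note: 0% = complete ARNT plus TACC3 wells and 100% = ARNT alone without TACC3; many hits fall short of the cut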
# CASP6 VEID inh – inhibitors of human caspase-6; P55212; purified caspase-6, Z-VEID-R110 cleavage fluorescence; inhibition, % at 12.5 µM; hit rate 0.53% among 350,000; AID 686996;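 active = mean inhibition across replicates at least about 35%, with every replicate also reaching that limit, limit read from the data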;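 note: 0% = median of neutral control wells and 100% = no fluorescence left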
# Target sequence (P55212 24-179 limits assumed): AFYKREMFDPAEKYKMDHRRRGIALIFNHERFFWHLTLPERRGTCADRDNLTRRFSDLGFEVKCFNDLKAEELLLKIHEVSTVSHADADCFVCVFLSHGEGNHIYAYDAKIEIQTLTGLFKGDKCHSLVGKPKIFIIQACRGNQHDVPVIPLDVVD
# Target sequence (P55212 194-293 limits assumed): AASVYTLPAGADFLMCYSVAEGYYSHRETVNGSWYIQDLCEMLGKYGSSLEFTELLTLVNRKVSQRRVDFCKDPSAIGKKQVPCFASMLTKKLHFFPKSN
# PglD inh – blocks C. jejuni PglD acetyltransferase activity; purified PglD enzyme, DTNB colorimetric CoA detection; inhibition, % at 12.5 µM; hit rate 0.098% among 360,000; AID 602405; in the data active = inhibition above about 16%, passing the limit was not always enough; note: strong numbers were not always called active
# * hit, by the source's call; nt = no result given.
mol	E-selectin induc	esBAF inh	RAD54 inh	RAD52 anneal inh	ERp5 block	ARNT-TACC3 inh	CASP6 VEID inh	PglD inh
O=C(NCc1ccccc1)c1c[nH]c2ccc(S(=O)(=O)Nc3ccc4c(c3)OCCO4)cc2c1=O	nt	-7.5	-0.5	nt	nt	-0.1	nt	0.4
CCOc1ccccc1-c1noc(CCCC(=O)NC2CCCCC2)n1	0.0	nt	-1.9	-7.2	-2.5	-2.3	0.3	-1.3
Cc1noc(C)c1NC(=O)N(C)C[C@H]1Oc2ccc(NS(C)(=O)=O)cc2C(=O)N([C@H](C)CO)C[C@@H]1C	nt	-4.6	-1.2	-3.5	1.3	-2.3	3.1	-3.1
CCC(C)CCN1C(Nc2ccccc2)=NC[C@@H]1Cc1ccccc1 (stereo partly specified)	1.1	-30.5	-0.3	10.4	3.0	-0.6	0.0	0.2
CC1(C(=O)NS(=O)(=O)c2cccc(C#N)c2)CCN1C(=O)CC1CC1 (stereo unspecified)	-0.1	-2.1	-10.1	-10.3	-0.5	nt	0.1	-0.2
CCOC(=O)c1c(-c2ccc(F)cc2)csc1NC(=O)C1CC=CCC1C(=O)O (stereo unspecified)	nt	-8.3	nt	-13.9	2.3	-8.6	30.6	nt
Cc1ccc(NC(=O)COC(=O)c2ccc(C)c(S(=O)(=O)N3CCOCC3)c2)cc1	-0.1	2.2	12.8	1.6	-6.6	-3.3	5.5	-0.6
O=C(Nc1ccccc1)N1CCCCN2[C@H](C1)[C@H](c1ccc(C#Cc3ccccc3)cc1)[C@@H]2CO	-0.9	nt	-5.0	-3.1	-1.6	-7.6	-2.7	-2.4
O=C(Nc1nncs1)c1ccccc1NS(=O)(=O)c1cccs1	nt	-11.5	-4.6	nt	nt	13.2	nt	-1.8
CC(=O)OCCn1c(=O)c2cc3c(=O)n(CCOC(C)=O)c(=O)c3cc2c1=O	nt	-6.2	-6.5	nt	nt	-1.8	nt	5.4
Cc1ccc(C(=O)O)cc1NC(=O)CSc1ncnc2sc3c(c12)CCC3	nt	nt	nt	-7.7	-1.6	21.6	0.3	nt
O=C(NCc1ccc(Cl)cc1)C(=O)NCC1OCCN1S(=O)(=O)c1cc(F)ccc1F (stereo unspecified)	-0.2	-9.6	-4.2	-17.6	-2.5	-3.2	-1.2	4.7

# Reprinted from the part before: 2 entries; new compounds follow.
mol	E-selectin induc	esBAF inh	RAD54 inh	RAD52 anneal inh	ERp5 block	ARNT-TACC3 inh	CASP6 VEID inh	PglD inh
Cc1ccc(C(=O)O)cc1NC(=O)CSc1ncnc2sc3c(c12)CCC3	nt	nt	nt	-7.7	-1.6	21.6	0.3	nt
O=C(NCc1ccc(Cl)cc1)C(=O)NCC1OCCN1S(=O)(=O)c1cc(F)ccc1F (stereo unspecified)	-0.2	-9.6	-4.2	-17.6	-2.5	-3.2	-1.2	4.7
COCC(=O)N(C)C[C@@H]1Oc2ncc(-c3ccc(C#N)cc3)cc2C(=O)N([C@H](C)CO)C[C@@H]1C	2.4	0.6	-2.2	9.5	1.0	-17.7	5.0	3.0
CCOc1ccccc1Nc1nnc(SCC(=O)Nc2cccc(S(=O)(=O)NC3=NCCCCC3)c2)s1	nt	1.5	4.5	nt	nt	-1.5	nt	0.6
CCCCn1nc(NC(=O)CCC)c2cc3cc(OC)ccc3nc21	nt	-2.5	-4.2	-19.1	0.4	-17.6	-0.4	2.5
C[C@H](CO)N1C[C@H](C)[C@@H](CN(C)C(=O)CN2CCOCC2)Oc2cc(C#Cc3cccc(F)c3)ccc2S1(=O)=O	-0.3	-2.6	2.0	-11.3	-6.6	4.2	2.0	-1.2
Cn1cc(CN2CCC(CO)(CCCc3ccccc3)CC2)c(-c2ccccc2)n1	nt	-3.4	0.5	-3.5	-4.9	-4.1	-5.7	2.8
CO[C@@H]1CN(C)C(=O)c2ccc(NS(=O)(=O)c3cccc(C)c3)cc2OC[C@H](C)NC[C@@H]1C	0.5	-2.6	3.0	-18.0	-3.7	-5.6	-0.1	0.1
Cc1ccc(NS(=O)(=O)c2cccc(C(=O)NCC(c3ccco3)N3CCCC3)c2)cc1 (stereo unspecified)	-2.4	1.6	-11.0	-95.9	-3.5	nt	-0.1	-1.7
O=C(/C=C/c1ccc([N+](=O)[O-])cc1)OCC(=O)N1CCCC1	-0.2	-3.8	4.8	-5.1	1.4	5.3	4.3	9.9
CC(C(=O)O)n1c2ccccc2c2cnn(C)c(=O)c21 (stereo unspecified)	nt	-1.9	-33.3	-8.9	4.6	-0.6	7.9	1.0
CCOC(=O)C1CCN(C(c2cc(OC)c(OC)c(OC)c2)c2sc3nc(C)nn3c2O)CC1 (stereo unspecified)	0.2	-9.0	-21.9	-8.3	-15.6	-5.5	-0.6	6.0
CC1(C)NC(=O)N(CCOCCOc2c(Cl)cc(Cl)cc2Cl)C1=O	nt	-0.9	-3.4	nt	nt	-0.1	nt	0.2
O=C(C1CC1)N1CC2(C1)[C@H](c1ccccc1)[C@@H](CO)N2C(=O)CC1CC1	0.1	nt	nt	-6.6	5.8	nt	0.4	nt
COc1ccc(N2C(=O)c3cc4ccccc4cc3C2=O)cc1	-0.1	-5.8	3.2	-12.8	-1.3	-6.6	-0.4	0.0
O=C(Nc1ccnn1C1CCN(C(=O)c2ccc(F)cc2)CC1)C1CCOC1 (stereo unspecified)	nt	0.5	9.5	-11.8	3.5	-3.4	0.2	1.6
COc1ccc(OC)c(/C=N\NC(=O)c2cc3c(ccc4ccccc43)o2)c1	-0.1	-2.5	-0.2	-10.2	-1.0	-18.2	-3.6	-1.7
CN(C)S(=O)(=O)c1ccc(C(=O)OCCc2ccccc2)cc1	nt	0.4	4.8	7.2	-4.5	-2.3	1.6	-7.1
c1ccc2n[nH]nc2c1	nt	-9.1	-0.9	0.9	-0.8	-8.8	-0.2	-1.9
COc1ccccc1/C=C1\SC(=S)N(Nc2nc(C)cc(C)n2)C1=O	nt	1.9	-15.9	nt	nt	4.4	nt	3.1
C[C@@H]1CN([C@@H](C)CO)C(=O)Cc2cc(NC(=O)Cn3cnnn3)ccc2O[C@H]1CN(C)C(=O)Nc1ccc2c(c1)OCO2	-2.9	-2.0	3.3	-2.1	-4.7	-21.0	1.8	-1.9
C[C@@H]1CN([C@H](C)CO)S(=O)(=O)c2ccc(C3=CCCC3)cc2O[C@@H]1CN(C)S(=O)(=O)c1cn(C)cn1	0.5	3.0	-0.4	6.7	-3.5	-8.4	0.9	4.7
CCOC(=O)c1c[nH]n(-c2ccccc2)c1=O	0.1	18.0	nt	-4.3	0.3	0.5	-5.3	nt
Cc1c(Cl)cccc1NC(=O)CCS(=O)(=O)c1cccc2nonc12	nt	-0.9	-7.2	-11.5	-2.7	1.3	-0.1	-0.5
O=C1CCC(=O)N1CNc1ccccn1	nt	1.9	-1.5	nt	nt	0.8	nt	-1.5
COc1ccccc1N1CCN(CC(=O)N(CC(C)C)c2c(N)n(CC(C)C)c(=O)[nH]c2=O)CC1	-0.4	-6.5	9.6	-26.0	2.0	-6.2	2.4	3.1
Cn1c(-c2ccsc2)c(-c2cccs2)c2cc(-c3cccc4[nH]ccc34)ccc21	1.4	-0.3	7.8	-4.2	-3.6	0.4	-1.5	0.5
CCN(C(=O)COC(=O)Cc1c[nH]c2ccccc12)C1CCS(=O)(=O)C1 (stereo unspecified)	nt	-6.3	-1.2	3.0	1.8	-6.6	-3.1	-1.2
C[C@@H]1CN([C@H](C)CO)C(=O)c2cc(-c3cccc(C(=O)N(C)C)c3)cnc2O[C@@H]1CN(C)S(=O)(=O)c1ccccc1	0.5	3.7	-7.0	17.7	-0.8	0.4	-6.3	-0.9
Cc1cc2cc(CNC(=O)Nc3ccccc3)ccc2n1C	nt	20.3	4.1	-3.1	4.6	2.8	-0.4	-2.3
CC(C)NC(=O)N(C)C[C@H]1Oc2c(NS(=O)(=O)c3cn(C)cn3)cccc2C(=O)N([C@@H](C)CO)C[C@@H]1C	0.1	-4.3	-1.0	-1.9	-0.7	-5.3	0.9	2.4
C[C@@]12CCC=C[C@H]1[C@H](c1ccc3ccccc3c1Br)N(Cc1ccccc1)C2=O	-0.3	-0.7	1.3	-10.6	0.7	0.8	nt	0.0
CC1(C)CC2CC(C)(CN2C(=S)Nc2ccccc2F)C1 (stereo unspecified)	2.8	nt	nt	-9.6	-0.2	11.7	0.2	nt
CCC(Cc1ccccc1)NC(=O)C1CCN(S(=O)(=O)c2ccc3c(c2)CC(C)N3C(C)=O)CC1 (stereo unspecified)	0.4	-7.4	1.5	32.5	-1.9	-6.5	3.1	2.7
Cc1nnc(-c2cnn(C)c2N)n1Cc1ccccc1F	nt	-2.0	-1.9	nt	nt	-10.5	nt	-3.7
Cc1c(NC(=O)c2cc(S(=O)(=O)N3CCCCC3)ccc2Cl)c(=O)n(-c2ccccc2)n1C	-0.2	2.3	4.5	-13.0	-5.2	-13.8	0.6	-2.5
CCCNC(=O)N1[C@H](C#N)[C@H](c2ccc(C#Cc3cccc(F)c3)cc2)[C@H]1CO	0.6	-65.5	0.8	-30.4	-0.7	-8.9	-0.5	0.9
Cc1noc(C)c1S(=O)(=O)N(C)C[C@H]1OCCCC[C@@H](C)Oc2ccc(NC(=O)Nc3ccc(C(F)(F)F)cc3)cc2C(=O)N([C@@H](C)CO)C[C@@H]1C	0.2	-5.9	-14.6	0.3	-5.8	15.8	3.1	2.2
N#Cc1ccccc1NC(=O)COC(=O)C1CCN(C(=O)c2ccc(Cl)cc2)CC1	0.4	-1.1	-13.0	-4.9	-2.2	-1.3	2.3	-2.0
CCn1c(SCc2ccccc2)nc2c(c1=O)SCC2	-3.4	nt	nt	-12.5	-4.0	6.5	-6.5	nt
CC(C)Cn1c(N)c(C(=O)COC(=O)c2cc(-c3ccccc3)nc3ccccc23)c(=O)n(C)c1=O	0.0	-2.4	-10.5	-22.7	2.8	-3.5	3.3	0.0
Cc1ccccc1C(CC(=O)c1cccs1)C(C#N)C#N (stereo unspecified)	-0.5	nt	10.9	nt	nt	9.5	nt	0.7
CC(C)[C@H](NC(=O)C1CCC(CNC(=O)[C@@H]2CCCN2C(=O)OC(C)(C)C)CC1)C(=O)O (stereo partly specified)	0.1	2.8	8.7	-5.0	2.6	nt	nt	-0.9
CC(C)C[C@H](NC(=O)OC(C)(C)C)c1nnc(SCC(=O)Nc2ccc(Br)cc2)o1	nt	7.5	2.4	nt	nt	-3.3	nt	2.8
CCCS(=O)(=O)NC(=O)C1(C)CCCN(C(=O)c2ccncc2)C1 (stereo unspecified)	-0.1	-5.7	0.6	4.0	1.1	nt	1.8	-1.6
OC(c1cccnc1)c1nc(-c2ccc3c(c2)OCO3)cs1 (stereo unspecified)	0.3	26.7	-4.2	-8.5	0.3	nt	-5.6	-2.7
S=C(c1ccc(Cl)cc1)N1CCN(Cc2ccccc2)CC1	nt	nt	nt	-23.8	-0.9	4.8	3.2	nt
COCCn1cnnc1SCC(=O)Nc1cccc(S(=O)(=O)N(C)c2ccccc2)c1	nt	-1.6	-5.3	-18.1	-0.1	-2.6	-0.4	-9.4
O=C1c2ccccc2C(=O)N1C1(C(=O)NC2(C(=O)O)CCCC2)CCCC1	-0.1	0.4	-7.8	-10.3	3.2	-0.6	1.5	3.1
CC1=CC(=O)CC(C)(C)C1(O)/C=C/C(C)=C/C(=O)O (stereo unspecified)	nt	-3.6	3.8	-8.8	1.2	-0.3	-6.0	-3.6
C[C@H](CO)N1C[C@H](C)[C@H](CN(C)C(=O)c2ccccc2F)Oc2cc(C#CCN(C)C)ccc2S1(=O)=O	0.4	1.5	-4.3	-9.3	-1.9	17.6	2.1	2.2
